Compound activity as filed in PubChem.
miR122 inh: blocks miR-122 activity in Huh7 sensor cells | activation (reporter increase), % at 12.5 µM | actives 0.3% (n = 340,000) | Huh7 miR-122 Renilla luciferase sensor, 48 h; neutral wells = 0, positive control = 100;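 active = mean replicate activation score at least 90 and every replicate individually at or above 90; inconclusive = only one of the two criteria met; inactive = neither criterion met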;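 also: higher luciferase means less miR-122 activity so hits act as miR-122 inhibitors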
Cneo AK release: causes C. neoformans cell lysis; adenylate kinase release luminescence, 4 h; normalised: neutral wells 0, clomiphene wells 100; lysis activity, % at 15 µM; actives 0.2% (n = 360,000);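 active = mean lysis activity across replicates of at least 80%, whatever share of replicates individually reach that level; inactive = mean lysis activity below 80%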
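Material – log-phase Cryptococcus neoformans yeast cells · Input – 5 × 10^6 yeast cells/mL · Medium – fresh YPD growth medium · Doses – single compound concentration per well · Timing – static 4 h at 37 °C with compound, 1 h detection · Detection – adenylate kinase release luminescence · Read-out – signal increase indicating cell lysis · Control set – Clomiphene as positive lysis control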
PglD DTNB: PglD (C. jejuni) enzyme inhibition; purified PglD enzyme, DTNB colorimetric CoA detection; inhibition, % at 12.5 µM; actives 0.098% (n = 360,000); AID 602405; in the data active = inhibition above about 16%, passing the limit was not always enough; inconclusive = no clear call, values can overlap the other calls; also: strong numbers were not always called active
GSIS activator: GLuc luminescence reporter in INS-1E cells, primary screen for activators of glucose-dependent secretion of insulin; activation, % at 16.6 µM; actives 0.61% (n = 370,000); INS-1E GLuc reporter insulin secretion, 2-3 h; AID 743287;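 active = lowest replicate activation of at least 40%, so every replicate reaches that level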;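 also: 0% = median of neutral control wells and 100% = median of IBMX positive control wells; some compounds called inactive have numbers as strong as hits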
CFTR F508del cor: CFTR F508del correction in bronchial cells; CFBE cells, YFP halide quenching; stimulated with forskolin plus potentiator P3; % fluorescence drop versus neutral controls; activity (quench increase), % at 7.58 µM; actives 0.36% (n = 350,000); AID 720511;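 active = mean added fluorescence quench of at least 8% versus neutral control, with both replicates also reaching 8%; inconclusive = only one of the mean or replicate conditions met; inactive = mean below 8% and not both replicates reaching 8%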;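 also: cells transiently co-express mutant CFTR-F508del with the halide-sensitive YFP; corrector assay measuring rescue of mutant channel to the surface after 24 h compound exposure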
PGC1a acetyl inh: PGC1a acetylation modulation, inhibitor mode; U2OS PGC1a acetylation, AlphaScreen anti-acetyl-lysine; with virally co-expressed GCN5 acetyltransferase; actives 0.17% (n = 350,000); inhibition, % at 15.6 µM; AID 651687;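 active = every replicate shows inhibition of at least 40%; inconclusive = mean inhibition at least 40% but some replicate below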;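 also: 0% = neutral control wells and 100% = positive control wells; some results beyond the cut were filed as inactive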
FN deposit inh: fibronectin deposition inhibition. AH1F fibroblasts, Alexa488-fibronectin deposition fluorescence, overnight. inhibition, % at 12.6 µM. actives 0.086% (n = 350,000). AID 743247;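 active = mean inhibition across replicates of 30% or more, regardless of how many single replicates reach that level; inconclusive = mean under 30% yet at least half of replicates reach 30%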;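 also: positive control wells lacked labelled fibronectin entirely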
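Test system: AH1F fibroblast monolayer depositing Alexa488-labelled fibronectin into matrix. Input: 10000 cells per well. Technique: fluorescence, ex 485 nm, em 525 nm. Buffer or medium: DMEM plus 2% serum, read in PBS. Timing: 1 h cell adhesion before compound, then overnight fibronectin incubation. Compound: single dose, pinned. Read-out basis: inhibition from reduced deposited-fibronectin fluorescence.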
C2C12 statin: suppressors of simvastatin-induced myotoxicity in C2C12 myotubes; ATP luminescence, 48 h; scaled: DMSO 0, geranylgeraniol control 100; rescue of ATP level, % at 7.49 µM; actives 0.78% (n = 330,000); AID 602340;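 active = mean ATP rescue above about 67%, or every replicate alone reaching that limit, limit read from the data, passing the limit was not always enough; inconclusive = no clear call, values can overlap the other calls; inactive = mean under the limit and some replicate under it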;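 also: myotubes were challenged with 10 µM simvastatin during compound exposure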
* hit, by the source's call; u = inconclusive; x = no result given; [ ] = dose if it differs, or a comment.

SMILES	miR122 inh	Cneo AK release	PglD DTNB	GSIS activator	CFTR F508del cor	PGC1a acetyl inh	FN deposit inh	C2C12 statin
O=C(O)c1cc([N+](=O)[O-])ccc1C(=O)Nc1cccc([N+](=O)[O-])c1	-4	1	2	-3	3.7	-3	5	5
COc1ccc(N2CCN(S(=O)(=O)c3c(C)n(C)c(=O)n(C)c3=O)CC2)cc1	-1	6	5	-8	1.1	1	x	-2
O=c1c(O)c(-c2cc(O)c(O)c(O)c2)oc2cc(O)cc(O)c12	-5	-3	0	x	5.3	13	-1	12
COCC#Cc1cnc2c(c1)C(=O)N([C@H](C)CO)C[C@H](C)[C@H](CN(C)C(C)=O)O2	2[16.7 µM]	1	2	2	-1.3	4	-9	-3
COc1ccc(-c2nc(C)sc2CC(=O)O)cc1	-3	-1	-27	-11	x	-5	x	-5
Cc1cccc(NC(=O)CCc2ccccc2)c1	-6	0	0	-8	-6.8	10	4	-16
CN(C)C(=O)c1cccc(-c2ccccc2[C@@H]2[C@H](C#N)N(C(=O)C3CCC3)[C@H]2CO)c1	x	x	x	-3	1.3	-12	-8	x
CCn1c(C)nc2cc(S(=O)(=O)C(F)(F)F)ccc21	-4	4	6	99*	x	5	x	1
CCCNC(=O)N(C)C[C@@H]1Oc2cc(C#CC3CC3)ccc2S(=O)(=O)N([C@H](C)CO)C[C@@H]1C	27[16.7 µM]	0	5	8	-4.3	-11	x	33
CC(C)NC(=O)N(C)C[C@@H]1Oc2ncc(C#Cc3ccc(F)cc3)cc2C(=O)N([C@@H](C)CO)C[C@@H]1C	-5[16.7 µM]	-2	-3	-8	-1.1	0	8	4
C[C@@H]1CN([C@H](C)CO)C(=O)CCCn2cc(nn2)CO[C@@H]1CN(C)CC1CCCCC1	-1[16.7 µM]	3	1	0	0.6	6	-2	4
CCc1c(C)[nH]c2ccc(C)cc2c1=O	-10	-2	-1	x	x	-8	1	-25
O=c1cc[nH]c2c(Cl)cccc12	x	2	-2	18	1.9	x	1	-1
CC(=O)N1[C@H](CO)[C@@H](c2ccc(-c3ccc(F)cc3)cc2)[C@H]1CNC(=O)C1CC1	0[16.7 µM]	-1	-1	-16	2.4	-1	-16	7
COc1ccc(NC(=O)N(C)C[C@@H]2Oc3c(NS(=O)(=O)c4ccc(C)cc4)cccc3C(=O)N([C@H](C)CO)C[C@@H]2C)cc1	3[16.7 µM]	1	4	-16	1.0	-2	x	-5
O=C(Nc1ccc(Br)cc1)N1CCCCCCC1	-7	0	-4	x	x	3	x	-63
CNC(=O)c1ccc(NC(=O)CC23CC4CC(CC(C4)C2)C3)cc1	2	-4	2	-15	1.7	11	-4	-7
O=C1Nc2c(c(=O)[nH]c(=O)n2-c2ccccc2)C(C(F)(F)F)(C(F)(F)F)N1	x	1	-5	-5	x	3	x	-12
CS(=O)(=O)n1nc(OC(=O)c2cccc3ccccc23)cc1N	14	6	0	x	x	6	3	-1
CC1CCc2c(sc3nc(CSc4nnnn4C)[nH]c(=O)c23)C1 (stereo not given)	-7	2	-1	-13	1.6	-12	1	-11
c1coc(-c2nnc3sc(Cc4cccs4)nn23)c1	-1	1	-4	12	x	13	-4	-29
COCCCNC(=O)Cn1cc(C(=O)C2CC2)c2ccccc21	-2	-5	-3	x	x	1	3	-2
OC1(c2ccc(Cl)cc2)CCN(Cc2nc(-c3cnccn3)no2)CC1	-3	0	0	5	1.6	x	5	9
CC(C)NC(=O)N[C@@H]1CC[C@@H](CCNS(=O)(=O)Cc2ccccc2)O[C@@H]1CO	x	4	0	-3	-2.7	3	-6	-13
O=c1c2ccccc2nc2ccc(NCc3ccco3)nn12	-5	1	2	x	x	3	x	6

Molecules listed so far with a CF3 group:
SMILES	miR122 inh	Cneo AK release	PglD DTNB	GSIS activator	CFTR F508del cor	PGC1a acetyl inh	FN deposit inh	C2C12 statin
CCn1c(C)nc2cc(S(=O)(=O)C(F)(F)F)ccc21	-4	4	6	99*	x	5	x	1
O=C1Nc2c(c(=O)[nH]c(=O)n2-c2ccccc2)C(C(F)(F)F)(C(F)(F)F)N1	x	1	-5	-5	x	3	x	-12

Continued:
SMILES	miR122 inh	Cneo AK release	PglD DTNB	GSIS activator	CFTR F508del cor	PGC1a acetyl inh	FN deposit inh	C2C12 statin
Cc1ncsc1CCSc1n[nH]c(=O)n1-c1ccccc1	1	1	1	0	x	0	x	-5
C[C@H]1CN([C@@H](C)CO)C(=O)c2cc(Br)cnc2O[C@H]1CN(C)C(=O)c1ccccc1F	10[16.7 µM]	-1	5	2	-0.5	4	-2	6
O=C(NNS(=O)(=O)c1ccccc1[N+](=O)[O-])c1cc2ccccc2cc1O	-6	-3	-2	-17	-0.5	7	-1	5
Cc1cccc(N(Cc2cc3ccccc3[nH]c2=O)S(C)(=O)=O)c1	5	-2	-4	5	-0.9	2	x	6
COc1cccc(NC(=O)C2CCC2)c1	2	2	-1	4	-2.7	10	2	5
CCCNC(=O)CN(c1ccc(F)c(Cl)c1)S(C)(=O)=O	-2	5	x	22	x	-16	2	-11
CCOc1cccc2sc(N(CCN(C)C)C(=O)c3ccc(Br)s3)nc12	1	x	x	0	-0.1	2	-5	14
Cc1noc(C)c1NC(=O)Nc1ccc2c(c1)C(=O)N([C@H](C)CO)C[C@H](C)[C@H](CN(C)Cc1ccc(C(=O)Nc3ccccc3N)cc1)O2	-1[16.7 µM]	-1	1	23	-0.4	1	x	18
O=C(C[n+]1ccccc1)N/N=C/c1ccc(Br)cc1	x	0	4	x	0.0	x	2	0
COc1ccc(NC(=O)CN(C)S(=O)(=O)c2ccc(Cl)cc2)c([N+](=O)[O-])c1	-2	1	-4	0	-0.9	12	x	-8
COc1cc(C(O)c2nc(-c3ccccc3C)cs2)ccc1F (stereo not given)	x	1	0	-10	-4.9	x	10	14
CN(C(=O)Cn1nc(Cl)ccc1=O)C1CCCN(Cc2ccccc2F)C1 (stereo not given)	-5	1	3	-16	-0.8	1	x	-2
CCOc1ccc(C(=O)OCC(=O)c2c(N)n(C)c(=O)n(C)c2=O)cc1OCC	7	0	-2	x	x	3	x	-14
O=C(Nc1nncs1)C1(c2ccccc2)CCCC1	-2	19	-6	5	x	5	x	8
CC(=O)NC(Cc1c[nH]c2ccccc12)C(=O)OCC(=O)Nc1ccc2c(c1)OCO2 (stereo not given)	-2	2	2	x	x	12	x	14
Cc1onc(-c2ccccc2)c1C(=O)N[C@@H]1C(=O)N2C1SC(C)(C)[C@@H]2C(=O)O (stereo not given in full)	-1	-1	2	x	5.5	-1	4	-4
O=C(Cn1c(CN2CCCCC2)nc2ccccc2c1=O)NCc1ccco1	2	0	-4	x	x	-4	x	7
CO[C@H]1CN(C)C(=O)c2cc(NC(=O)C3CC3)ccc2OC[C@@H](C)N(C(=O)NC(C)C)C[C@@H]1C	x	x	x	-1	-1.0	-10	2	-6
Cc1ccc(OCCCCN2CCCCC2)cc1	2	-1	-1	-14	0.3	-8	1	13
COCCn1c(C)cc(C(=O)CSc2nnc(C3CC3)n2C2CC2)c1C	x	-2	1	-5	-1.1	2	-1	13
Nc1nc(NCC2CCCO2)nc(Nc2ccccc2F)c1[N+](=O)[O-] (stereo not given)	-10	-2	-8	2	x	-4	-1	x
O=C(NN=C1C2CC3CC(C2)CC1C3)c1cc(Cl)ccc1O	-3	1	-6	-8	x	12	x	-6
COc1ccccc1N1CCN(C(=O)c2cn(C)c3ccc(S(=O)(=O)N4CCOCC4)cc3c2=O)CC1	-5	7	-8	17	1.6	1	0	2
C/C=C/c1ccc2c(c1)O[C@@H](CN(C)C(=O)NC1CCCC1)[C@@H](C)CN([C@@H](C)CO)S2(=O)=O	10[16.7 µM]	-7	1	-3	x	-23	0	31
CCCC#Cc1ccc([C@H]2[C@@H](CO)N3CCCCN(S(=O)(=O)c4ccccc4C)C[C@H]23)cc1	-11[16.7 µM]	6	3	4	14*	-8	x	x
Next section
SMILES	miR122 inh	Cneo AK release	PglD DTNB	GSIS activator	CFTR F508del cor	PGC1a acetyl inh	FN deposit inh	C2C12 statin
CCCNC(=O)N1[C@H](C#N)[C@H](c2ccccc2-c2ccccc2)[C@@H]1CO	x	x	x	-7	0.4	-1	-12	x
N#Cc1ccccc1OCC(=O)Nc1ccc(N2CCOCC2)cc1N1CCOCC1	2	3	-2	x	-0.1	-3	-3	2
COC(=O)C[C@@H]1CC[C@H]2[C@H](COc3ccc(NC(=O)Nc4cc(C)cc(C)c4)cc3C(=O)N2C)O1	x	4	-1	-10	x	x	4	-1
O=c1c(Cc2ccc(F)cc2)c(O)ccn1Cc1cccc(Cl)c1	2	-4	-3	-13	x	0	x	3
O=C(/C=C/c1cc(Br)ccc1F)Nc1cccnc1	4	-1	2	17	-3.7	5	-7	0
O=C([C@H]1[C@H](CO)[C@H]2Cn3c(ccc(-c4ccccc4)c3=O)[C@H]2N1Cc1cocn1)N1CCCCC1	4[16.7 µM]	0	7	-9	-3.3	x	x	0
CCn1cc(C(=O)N[C@@H](CC(C)C)C(=O)NCCCn2ccnc2)c(=O)c2cc3c(cc21)OCO3	4	2	-6	4	-1.9	4	-12	-2
Cc1cc(C)nc(N/N=C/c2ccc(Cl)cc2)n1	3	2	-7	4	1.5	38	-1	x
COc1ccc(NC(=O)N(C)C[C@@H]2Oc3c(NS(=O)(=O)c4ccc(Cl)cc4)cccc3C(=O)N([C@@H](C)CO)C[C@@H]2C)cc1	4[16.7 µM]	-3	1	-20	-0.7	-4	0	-10
COc1ccccc1-c1ccc([C@@H]2[C@@H](C#N)N(C(=O)C3CCOCC3)[C@H]2CO)cc1	x	-2	0	-3	-1.8	14	-6	-9
COc1ccc(-c2cc(=O)oc3cc(OC(C)C(=O)NC(Cc4c[nH]c5ccc(O)cc45)C(=O)O)ccc23)cc1 (stereo not given)	-1	0	4	-2	-3.2	-3	x	-5
CCOC(=O)Cn1cnc2scc(-c3ccccc3)c2c1=O	-3	2	5	17	-1.8	u	-8	8
CC1=NN(C(=O)CCc2ccccc2O)C(O)(C(F)(F)F)C1 (stereo not given)	1	5	1	5	x	-6	6	2
O=C(C[C@@H]1CC[C@H](NC(=O)C2CCC2)[C@@H](CO)O1)Nc1nccs1	x	-1	-1	-18	0.1	-4	x	0
COc1ccc2nc(SCC(=O)NCC(F)(F)F)[nH]c2c1	x	x	x	-22	-0.4	6	-2	x
Cc1ccc(CN=C2Nc3ccccc3CS2)cc1	-9	4	2	x	x	x	-18	x
CCOC(=O)CN1C(=O)C2(OCCCO2)c2ccccc21	-3	3	x	9	x	-24	-6	5
CCN1CCN(C(=O)CN(c2cc(OC)ccc2OC)S(C)(=O)=O)CC1	-3	-4	1	x	x	-4	-5	3
CN1CCc2c(sc(NC(=O)Cc3ccccc3)c2C(N)=O)C1	-3	1	3	-5	-3.0	5	10	-1
